# Source: PubChem
# H9c2 TAG inh: triacylglycerol accumulation inhibition | H9c2 cells, Nile Red lipid (TAG) fluorescence; cells loaded with 200 µM oleic acid | inhibition, % at 12.5 µM | 230,000 tested, 0.66% active;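 active = pattern-corrected inhibition of lipid staining of at least 50% with the nuclear-stain viability signal not falling by more than 50%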;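 note: 0% = DMSO wells and 100% = triacsin C control wells; some results filed as inactive read as strong as hits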
# H9c2 TAG inh DAPI viability: further read-out of H9c2 TAG inh, marked with its call; DAPI nuclei signal change (viability), lower = more cytotoxic, %;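 whole-well DAPI fluorescence read on a plate reader as a viability signal; minus 50 percent equals half of cells still viable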
# The depositor's hits bear a star; & = joins results of further samples. This is a subset (hit frequency here may not be typical).
# Start of the data: the first 5 entries (preview)
molecule,H9c2 TAG inh DAPI viability,H9c2 TAG inh
O/N=C/c1ccc2ccccc2c1,-1.1,3.9
O=c1c2ccccc2nnn1Cc1ccccc1Cl,-0.6,-6.2
CCOC(=O)c1cnc2c(-c3ccc(F)cc3)cnn2c1C(F)(F)F,3.3,-10.7
C=CCC[C@@H](Cc1ccc(F)cc1)C(=O)OC[C@@H](C)NC(=O)[C@H](CC=C)CC(=O)N(CCO)Cc1ccccc1,-1.4,26.8
CN1CCN(S(=O)(=O)c2ccc(SCCOc3ccc(Cl)cc3)nc2)CC1,0.4,-17.9

# The list itself, from the start:
molecule,H9c2 TAG inh DAPI viability,H9c2 TAG inh
O/N=C/c1ccc2ccccc2c1,-1.1,3.9
O=c1c2ccccc2nnn1Cc1ccccc1Cl,-0.6,-6.2
CCOC(=O)c1cnc2c(-c3ccc(F)cc3)cnn2c1C(F)(F)F,3.3,-10.7
C=CCC[C@@H](Cc1ccc(F)cc1)C(=O)OC[C@@H](C)NC(=O)[C@H](CC=C)CC(=O)N(CCO)Cc1ccccc1,-1.4,26.8
CN1CCN(S(=O)(=O)c2ccc(SCCOc3ccc(Cl)cc3)nc2)CC1,0.4,-17.9
COc1ccc(N2C(=O)CC(NNc3nc4ccccc4s3)C2=O)cc1 (stereo not given),4.9,3.5
Cc1cc(C)c2c(N)c(C(=O)N3CCc4ccccc4C3)sc2n1,8.7,12.6
Nc1nc(NCC2CCCO2)nc(Nc2ccccc2F)c1[N+](=O)[O-] (stereo not given),-8.8,-3.4
CC1CCc2nc(NC(=O)CN3CCN(c4ccccc4)CC3)sc2C1 (stereo not given),8.8,-8.0
COc1cccc(C2CC(=O)Nc3cc(C)c(C)cc32)c1 (stereo not given),3.2,-26.0

# (next part)
molecule,H9c2 TAG inh DAPI viability,H9c2 TAG inh
CC1(C(=O)NS(=O)(=O)c2cccc(F)c2)CCN1C(=O)c1ccccc1CCc1ccccc1 (stereo not given),8.5,13.1
O=C1C2C3C=CC(C4CC34)C2C(=O)N1Cc1ccccc1 (stereo not given),0.7,-0.2
CC(CC(=O)OCC(=O)Nc1ccc2[nH]c(=O)[nH]c2c1)c1ccccc1 (stereo not given),-7.0,-2.7
C#CCNC(=O)C1=C[C@H](C2CCCCC2)C[C@H](OCc2ccc(CO)cc2)O1,-6.1,-82.0
CN(C)c1ccc(S(=O)(=O)NCC(=O)NCCOc2ccccc2F)cc1[N+](=O)[O-],0.6,7.4
C=CCn1c(SCc2c(C)noc2C)nnc1C1COc2ccccc2O1 (stereo not given),9.1,-1.5
Cc1cc2nc(C3CCCN(C(=O)NCc4ccccc4)C3)[nH]c2cc1C (stereo not given),1.3,32.3
Cc1ccc(C)c(C(=O)CSc2n[nH]c(C(C)C)n2)c1,11.6,26.4
CCOc1ccc(C(=O)CC(NCc2cccs2)C(=O)O)cc1 (stereo not given),14.6,-2.6
O=c1[nH]c(Cn2nnc(-c3ccccc3)n2)nc2scc(-c3ccccc3)c12,5.9,-15.9

# The list goes on:
molecule,H9c2 TAG inh DAPI viability,H9c2 TAG inh
Cc1cc(C)nc(NS(=O)(=O)c2ccc(NC(=S)NC(=O)C(C)C)cc2)n1,-4.4,-5.5
CCOc1ccc(C(c2c(O)nc(SC)[nH]c2=O)c2c(O)nc(SC)[nH]c2=O)cc1,-3.1,11.0
CN1C2C=C3C(C#N)=C(N)C(C#N)(C#N)[C@@H](c4cccc(F)c4)[C@@H]3C1CC2 (stereo not given in full),-1.3,-5.3
Cc1ccc(OCCNC(=O)c2cc(=O)[nH]c3ccccc23)cc1,-7.3,9.4
O=C(NC(=S)Nc1cccnc1)c1cccc(Cl)c1,-10.6,-8.1
CC(NC(=O)C(=O)NCC1CCCO1)c1ccccc1 (stereo not given),1.6,2.8
Cn1c(=O)n(C)c2cc(NS(C)(=O)=O)ccc21,-1.3,-1.6
CC(C)(C)c1ccc(OCC(O)CN2CCN(C(=O)c3ccccc3)CC2)cc1 (stereo not given),1.6,-1.3
Cc1ccc(SCCOCCN2CCOCC2)cc1,-3.4,-4.5
O=C(NCCc1ccc(F)cc1)Nc1ccc([N+](=O)[O-])cc1,0.6,-26.2

# The list continues.
molecule,H9c2 TAG inh DAPI viability,H9c2 TAG inh
O=C(NC1CCSc2ccccc21)c1cccc(Br)c1 (stereo not given),2.0,-0.1
O=C(C(=S)N1CCOCC1)c1c[nH]c2ccccc12,-1.3,4.0
CCc1nc(N)nc(N)c1-c1ccc(Cl)c(N=[N+]=[N-])c1,2.4&7.5,5.9&-9.4
Cc1cc(NC(=O)COc2ncnc3sc(C)c(C)c23)no1,-6.7,3.0
CCOCCCNC(=O)CN1C(=O)CSc2ccccc21,9.6,-4.0
CC(C)(C)SCCNC(=O)CN1C(=O)c2ccccc2S1(=O)=O,-5.0,8.1
COC(=O)CSc1nnc(COc2ccc([N+](=O)[O-])cc2)n1C,2.9,-5.4
Cc1cc(NS(=O)(=O)c2ccc(NC(=O)COc3cc(C)c(Cl)c(C)c3)cc2)no1,4.6,-25.6
COc1ccc(NC(=O)c2cc3c(=O)n(C)c4ccccc4c3n2C)cc1Cl,9.9,4.0
CCn1ncc(C2=NOC(C(=O)NCC(C)C)C2)c1C (stereo not given),-14.7,15.8

# Following part.
molecule,H9c2 TAG inh DAPI viability,H9c2 TAG inh
C#CC(C)(C)NC(=O)c1sccc1Oc1ccc(F)cc1[N+](=O)[O-],-9.1,-14.5
CC(C)CC(=O)NCCCN1CCN(CCCNC(=O)CC(C)C)CC1,-13.5,3.5
N/N=C(\c1ccccc1)c1cc(Br)ccc1N,-6.9,38.9
CC(=O)Nc1ccc(C(=O)NN2C(=O)NC3(CCCCC3)C2=O)cc1,5.1,-16.3
Cc1ccc(OCC(=O)N/N=C/c2ccc3c(c2)OCO3)cc1C,0.3,6.2
CCC(=O)c1ccc(OCC(=O)NC2(C#N)CCCCC2)cc1,5.1,-12.2
COC(=O)c1cc(C(C)=O)n2ccccc12,1.6,5.0
O=C(Nc1ccc(O)cc1)c1ccc2c(c1)C(=O)N(Cc1cccnc1)C2=O,6.7,11.5
CCOC(=O)C1(C)CCCN1C(=O)c1cncc(Br)c1 (stereo not given),-1.8,2.4
CC(C)(C)c1ccc(OC2=CS(=O)(=O)c3ccccc32)cc1,5.1,-40.8

# Other entries follow:
molecule,H9c2 TAG inh DAPI viability,H9c2 TAG inh
N#Cc1ccc(OCC(=O)NCCN2CCOCC2)cc1,-3.2,-12.6
COC(=O)c1c(N)sc2c1CC(C)(C)OC2,0.7,-4.3
CC(=NNC(=S)Nc1ccccc1)c1ccccn1,-26.2,-22.5
Cc1cccc(NC(=O)c2ncn3c2C(=O)NC[C@@H]3C)c1,-11.9,27.8
Cn1c(-c2ccccc2)c(C#Cc2ccc(N)cc2)c2ccccc21,42.3,-2.8
Cc1cccc(Cn2c(N(C)CCO)nc3c2c(=O)[nH]c(=O)n3C)c1,-6.2,-6.4
COCCNC(=O)C1(C)CCCN(CCC(=O)c2ccc(Br)cc2)C1 (stereo not given),-4.5,2.6
COc1ccc(CCNC(=O)COC(=O)c2cc(S(=O)(=O)NCc3ccccc3)ccc2O)cc1OC,9.2,-10.5
C[C@@H]1CC[C@]2(C(=O)O[C@@H]3O[C@H](CO)[C@@H](O)[C@H](O)[C@H]3O)CC[C@]3(C)C(=CCC4[C@@]5(C)CC[C@H](O[C@@H]6OC[C@H](O)[C@H](O[C@@H]7O[C@H](CO)[C@@H](O)[C@H](O)[C@H]7O)[C@H]6O)C(C)(C)C5CC[C@]43C)C2[C@]1(C)O (stereo not given in full),1.7,-2.6
COc1ccc2oc(C(=O)OCC(=O)NC(C)(C#N)C3CC3)c(C)c2c1 (stereo not given),3.8,26.5

# Arranged by formula weight (rising): part of the list above.
molecule,H9c2 TAG inh DAPI viability,H9c2 TAG inh
N#Cc1ccc(OCC(=O)NCCN2CCOCC2)cc1,-3.2,-12.6
COc1ccc2oc(C(=O)OCC(=O)NC(C)(C#N)C3CC3)c(C)c2c1 (stereo not given),3.8,26.5
COCCNC(=O)C1(C)CCCN(CCC(=O)c2ccc(Br)cc2)C1 (stereo not given),-4.5,2.6

# Additional records.
molecule,H9c2 TAG inh DAPI viability,H9c2 TAG inh
Cc1cccc(CSc2nnc(CCNC(=O)OC(C)(C)C)o2)c1,1.2,-8.1
CC1(C)C([N+](=O)[O-])C(c2ccc(F)cc2)NC(c2ccc(F)cc2)C1[N+](=O)[O-] (stereo not given),-1.3,-5.3
COC(=O)c1ccc(N2CCN(C)CC2)c(NC(=O)COc2ccc(OC)cc2)c1,37.1,7.3
CCCc1nc2ccc(NC(=O)NCCC(=O)OCC)cc2c(=O)n1Cc1cccc(Cl)c1,1.4,11.7
COc1cc(C(=O)N2CCN=C2c2ccccc2)cc(OC)c1OC,9.2,-1.9
CCCOc1ccc(C(CC(=O)O)NC(=O)C(c2ccccc2)c2ccccc2)cc1 (stereo not given),-7.6,-18.2
Cc1cc(C(O)c2ncc(-c3ccccc3F)[nH]2)ccc1F (stereo not given),-2.0,-8.1
CCN(CC)C(=O)[C@H]1C[C@H](CC(=O)NCc2cccc(C(F)(F)F)c2)C(=O)N2CCc3c([nH]c4cc(-c5ccco5)ccc34)[C@]12C,7.3,8.1
O=C(O)c1ccccc1NCCO,-5.2,2.3
C[C@H](CCC(=O)OCc1cn(CC(=O)c2ccc(O)cc2)nn1)C1CC[C@H]2[C@@H]3CC[C@@H]4C[C@H](O)CC[C@]4(C)[C@H]3C[C@H](O)[C@]12C (stereo not given in full),0.6,3.6

# Following part
molecule,H9c2 TAG inh DAPI viability,H9c2 TAG inh
Nc1nnnn1CC(=O)N/N=C/c1ccc(-c2cccc(Cl)c2)o1,9.8,8.1
Cn1nnnc1Sc1ncnc2scc(-c3ccsc3)c12,-13.2,45.5
C[C@@H](CSc1ccccc1)CN1CC[C@H](O)CCC1=O,2.2,-2.1
CC(C)NC(=O)C(C)n1cccc1C(=O)c1ccccc1 (stereo not given),15.0,-10.0
CN(c1ccccc1)S(=O)(=O)c1cccc(NS(=O)(=O)c2ccc(/C=C/C(=O)O)cc2)c1,2.3,-9.4
CCOc1ccc(C(C(=O)NCCC(C)C)N(CCO)C(=O)c2snc(C(N)=O)c2N)cc1 (stereo not given),0.4,-13.8
O=C(O)c1cc([N+](=O)[O-])ccc1NCc1ccccc1Cl,-1.6,4.9
CCOC(=O)c1[nH]c(C)c(C(=O)N2CCN(c3ccc(OC)cc3)CC2)c1C,-7.4,9.9
O=C(OCc1cnc(Cl)s1)c1c(F)cccc1F,4.6,10.0
COc1ccc(NC(=O)NCc2ccncc2)cc1,4.2,-3.6

# Going on with the list.
molecule,H9c2 TAG inh DAPI viability,H9c2 TAG inh
CN1CCN(CCCNC(=O)c2cc3c(=O)oc4ccccc4c3s2)CC1,4.0,8.5
CC(=O)Nc1ccc(-c2csc(NC(=O)C3=COCCO3)n2)cc1,4.7,5.4
CN(NC1OC(=O)c2ccccc21)c1ccc(C(F)(F)F)cc1[N+](=O)[O-] (stereo not given),-0.8,-7.0
Clc1ccc(-c2nnc(-c3cccnc3)o2)cc1,3.6,-1.2
COc1ccc(Sc2ccccc2CN(C)C)cc1OC,18.3,-2.1
CC(C)N1CCCC(C)(C(=O)Nc2nc3ccccc3[nH]2)C1 (stereo not given),-12.5,10.6
O=S(=O)(NCC(c1ccc2c(c1)OCO2)N1CCOCC1)c1ccc(Cl)cc1 (stereo not given),-2.4,-0.2
Cn1cc(Br)c(C(=O)NNC(=O)Nc2ccccc2C(F)(F)F)n1,11.7,0.1
Cc1cc(C(=O)N/N=C\c2cc(C(C)(C)C)ccc2O)n[nH]1,-11.1,13.0
CCNC(=O)c1c(C)nc2ccccn12,-12.4,12.9

# (cont.)
molecule,H9c2 TAG inh DAPI viability,H9c2 TAG inh
C/C=C(/C)C(=O)O[C@@H]1Cc2c(ccc3ccc(=O)oc23)OC1(C)C,5.4,-14.2
CCOc1ccc(CCNC(=O)c2cccc(NC3=NC4CS(=O)(=O)CC4S3)c2)cc1 (stereo not given),-10.7,1.7
COc1ccc(NS(=O)(=O)c2ccc(C)c(C(=O)N(C)CC(=O)Nc3cccc(OC)c3)c2)cc1,1.3,-11.4
O=C(CN1C(=O)C2CC=CCC2C1=O)Nc1nnc(SCc2ccc(F)cc2)s1 (stereo not given),5.7,-1.9
COc1ccc(Cl)c2sc(N(CCN(C)C)C(=O)c3ccc4c(c3)OCCO4)nc12,2.1,23.7
CSc1nc(C(=O)N2CCCC(C(=O)c3ccc(Cl)cc3)C2)cs1 (stereo not given),5.8,-20.7
COc1ccc(/C=C2/C(=O)N(Cc3ccccc3)N=C2C)cc1,117.6,6.0
CCCN1C(=O)/C(=C/c2ccc(OCC(=O)OCC)cc2)NC1=S,2.5,7.8
CC(=O)c1cnc2nc(SCc3ccc(C)cc3)nn2c1C,-6.5,-28.8
Cc1ccc2oc(NC(=O)N3CCOCC3)cc(=O)c2c1,12.1,-0.4

# Following part.
molecule,H9c2 TAG inh DAPI viability,H9c2 TAG inh
CCOC(=O)C1CCN(Cc2cnc(Oc3ccc(Cl)cc3C)s2)CC1,-5.6,-3.5
CCCSc1nc(N)nc(-c2cccs2)c1C#N,1.6,-7.2
O=C(Nc1c(C(=O)O)[nH]c2ccccc12)c1cccc(C(F)(F)F)c1,5.7,2.3
CCC(=O)Nc1ccc(C(=O)CSc2nnc(-c3cccnc3)o2)cc1,-1.1,-20.7
CCOC(=O)c1c(-c2ccc3ccccc3c2)csc1NC(=O)CCCC(=O)O,-0.2,-1.0
COC(OC)C12c3ccccc3C(c3ccccc31)C1C(=O)N(c3cccnc3)C(=O)C12 (stereo not given),1.3,5.6
C#CCOCCOCCOCCNc1nc(N2CCOCC2)nc(N2CCN(C(=O)[C@H]([C@@H](C)CC)n3cc([C@@H](N)CO)nn3)CC2)n1,-2.9,-0.1
COc1ccc(C(=O)NC2=NCCS2)c(OC)c1,3.7,2.8
CCOC(=O)c1nn(-c2ccccc2)c(=O)c(C#N)c1C,-6.7,3.0
CCN(CC(=O)NCCc1ccccc1)S(=O)(=O)c1ccccc1,-6.4,-16.7
Cc1csc(NC(=O)CSc2nncs2)n1,0.8,6.3
